# Screening results as filed in PubChem BioAssay.
# UHRF1 binding – UHRF1 methylated DNA binding inhibitors, primary screen, counter-screen for MBD2 inhibitor project, biochemical, TR-FRET, human UHRF1, single concentration; E3 ubiquitin-protein ligase UHRF1 (Homo sapiens), Q96T88; UHRF1 binding to methylated oligo; inhibition, % at 4.4 µM; 370,000 tested, 0.75% active; in the data active = inhibition above about 21%;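 also: UHRF1 SRA domain binding a hemimethylated CpG hairpin DNA probe; 0% = median of test compound wells and 100% = reference inhibitor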
# TCR-CD3 inh – inhibitors of human TCR-CD3 interaction, primary screen, biochemical, fluorescence, TAMRA-labeled TCR probe; inhibition, % at 9.4 µM; 360,000 tested, 0.37% active; T-cell receptor (TCR); AID 651800, 2012; in the data active = inhibition above about 19%;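 also: recombinant mutant TCR 2C K166C tagged with TAMRA read by polarization; 0% = receptor in buffer alone and 100% = receptor with positive control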
# HTRA1 inh – HTRA1 serine protease inhibitors, primary screen, biochemical, fluorescence polarization, HTS; inhibition, % at 5.96 µM; 340,000 tested, 0.5% active; recombinant HTRA1, FP-rhodamine activity-based probe; AID 504803, 2011; in the data active = inhibition above about 36%;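 also: 0% = enzyme with DMSO and 100% = wells lacking enzyme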
# PG9 binder – binders of HIV-1 gp120 antibody PG9, primary screen, biochemical, TR-FRET. HIV-1 gp120 / PG9 antibody interaction. TR-FRET gp120-PG9 antibody binding. inhibition, % at 6.7 µM. 360,000 tested, 0.43% active. AID 624416, 2012; in the data active = inhibition above about 8.5%
# NR1D1 modulator – modulators of Rev-erb alpha DNA binding, primary screen, biochemical, FITC-DNA, fluorescence polarization, uHTS | Rev-erbα–FITC-DNA binding, 90 min | activity, % at 10 µM | 370,000 tested, 0.79% active | AID 1259318, 2017;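 active = activity above about 14%, limit read from the data; passing the limit was not always enough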;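 also: 0% = DMSO wells with 35 nM protein and 100% = DMSO wells with 750 nM protein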
# Target sequence (P20393 whole entry, looked up): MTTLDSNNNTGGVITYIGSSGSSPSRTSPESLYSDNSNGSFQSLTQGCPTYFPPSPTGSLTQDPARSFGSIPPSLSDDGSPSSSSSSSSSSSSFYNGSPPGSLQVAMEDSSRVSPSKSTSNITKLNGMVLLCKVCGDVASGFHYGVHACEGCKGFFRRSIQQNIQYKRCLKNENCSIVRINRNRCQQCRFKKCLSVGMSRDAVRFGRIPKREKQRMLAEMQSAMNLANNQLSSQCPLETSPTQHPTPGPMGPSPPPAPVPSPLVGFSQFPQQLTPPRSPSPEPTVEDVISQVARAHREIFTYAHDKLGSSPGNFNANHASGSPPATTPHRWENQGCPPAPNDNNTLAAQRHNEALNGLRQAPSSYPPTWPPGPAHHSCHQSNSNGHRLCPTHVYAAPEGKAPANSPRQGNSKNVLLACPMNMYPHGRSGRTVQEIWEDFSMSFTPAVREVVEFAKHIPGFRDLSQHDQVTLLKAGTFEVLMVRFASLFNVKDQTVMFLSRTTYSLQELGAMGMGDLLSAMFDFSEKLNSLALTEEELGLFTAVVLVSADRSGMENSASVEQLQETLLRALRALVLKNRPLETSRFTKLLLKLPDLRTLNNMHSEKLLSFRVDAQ
# rCAG RNA binder – binders of r(CAG) RNA repeats, primary screen, biochemical, fluorescence; AID 651821, 2012; 370,000 tested, 1.3% active; inhibition, % at 3 µM; r(CAG) RNA repeat, TO-PRO-1 dye displacement fluorescence;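 active = inhibition above the plate cutoff, the mean of all test compounds on that plate plus 3 SD, cut at about 35% in these data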;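 also: 0% = DMSO alone and 100% = 100 µM mitoxantrone as full dye displacement; higher means more dye released from RNA so lower well fluorescence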
# MBD2 inh – inhibitors of MBD2 binding to methylated DNA, primary screen, biochemical, TR-FRET, DNA-binding domain, human; Methyl-CpG-binding domain protein 2 (Homo sapiens), Q9UBB5; MBD2 binding to methylated oligonucleotide; inhibition, % at 4.4 µM; 370,000 tested, 0.31% active; AID 686964, 2013; in the data active = inhibition above about 13%
# mABHD4 FP – ABHD4 inhibitors, primary screen, biochemical, fluorescence polarization, mouse. 370,000 tested, 0.54% active. inhibition, % at 8.92 µM. (Lyso)-N-acylphosphatidylethanolamine lipase (Mus musculus), Q8VD66. purified mABHD4, FP-Rh probe fluorescence polarization. AID 720543, 2013;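 active = inhibition exceeding the mean over every tested compound plus 3 SD, cut at about 30% in these data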;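 also: 0% = plate median of compound wells and 100% = S159A mutant with DMSO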
#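 Assay system: mouse ABHD4 enzyme, wild type / Also added: fluorescent activity-based probe FP-Rh / Doses: single nominal dose of 8.92 µM, 0.89% DMSO final / Timing: 45 min compound pre-incubation plus 60 min probe step, 25 °C / Signal: FP readout, ex 525 nm / em 598 nm / Control set: S159A mutant/DMSO as 100%, compound-well median as 0%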
# PRMT1 inh – PRMT1 methyltransferase inhibitors, primary screen, biochemical, fluorescence polarization; recombinant PRMT1, activity-based probe fluorescence polarization; inhibition, % at 2.79 µM; 370,000 tested, 1.3% active;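 active = inhibition above about 21% made by adding two undisclosed values, limit read from the data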
# Target sequence (Q99873 whole entry, looked up): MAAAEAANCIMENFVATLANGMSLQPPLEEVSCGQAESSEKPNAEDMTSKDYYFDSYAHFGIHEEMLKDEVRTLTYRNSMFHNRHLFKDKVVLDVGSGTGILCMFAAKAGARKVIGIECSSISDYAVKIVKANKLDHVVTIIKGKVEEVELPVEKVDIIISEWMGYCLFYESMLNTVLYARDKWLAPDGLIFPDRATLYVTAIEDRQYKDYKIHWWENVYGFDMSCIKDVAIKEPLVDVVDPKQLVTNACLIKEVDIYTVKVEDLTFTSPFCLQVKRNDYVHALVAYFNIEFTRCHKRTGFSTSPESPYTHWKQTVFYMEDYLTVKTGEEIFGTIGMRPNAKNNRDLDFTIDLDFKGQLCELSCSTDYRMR
# LEDGF integ inh – blockers of LEDGF/p75-dependent integrase strand transfer – biochemical, TR-FRET, high throughput, primary screen. inhibition, % at 3.7 µM. AID 743269, 2014. TR-FRET IN-LEDGF/p75 DNA integration, Eu/Cy5. 370,000 tested, 0.64% active. HIV-1 integrase (with human LEDGF/p75);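 active = inhibition above the screen-wide mean plus 3 SD, cut at about 13% in these data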;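 also: signal is the Cy5 over europium emission ratio at 671 and 618 nm; 0% = plate median of compound wells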
# Starred values were filed as active, the others as inactive; x = not tested or not shown. These rows are one share of the data; rates above refer to the full screens.
SMILES,UHRF1 binding,TCR-CD3 inh,HTRA1 inh,PG9 binder,NR1D1 modulator,rCAG RNA binder,MBD2 inh,mABHD4 FP,PRMT1 inh,LEDGF integ inh
COc1ccccc1CC1CC(=O)N(c2ccccc2)C1=O (stereo unspecified),1,-4,2,-0.9,-5,-5,1,6,2,-3
Cc1ccc(C(=O)Nc2nnc(C3=COCCO3)o2)cc1C,-2,-3,14,-1.6,10,1,0,4,5,-1
Cc1cc(SC(C)C(=O)NCC(=O)Nc2ccc(F)c(F)c2F)nc2ccccc12 (stereo unspecified),2,-1,-5,-0.8,17,0,-2,9,2,2
COC(=O)CC(N)c1ccc(OC)c2ccccc12 (stereo unspecified),11,-1,-2,-1.6,-2,2,-3,1,-3,2
Cc1ccc(C)c(CN2CCCN(C(=O)Cn3ncc4c3-c3ccccc3OC4)C2)c1,8,1,-4,-1.6,0,-5,0,-2,-2,-1
CC1CCN(C(=O)CSc2nnc(CSc3ncccn3)n2C)CC1,0,-6,0,1.9,-2,-3,5,6,4,-3
Cc1ccccc1C(=O)NNC(=O)C(=O)N1CCCCC1,2,9,9,-2.2,1,-2,-5,1,-2,3
Nc1nnc(CC2=CCCCC2)s1,1,2,5,-1.3,1,0,-2,-2,2,-1
O=C(c1ccccc1OC(F)F)N1CCN(S(=O)(=O)c2ccc3c(c2)OCCCO3)CC1,0,8,6,0.2,1,0,1,1,-1,0
O=C(NCCO)c1ccc(-c2nnc(N3CCOCC3)c3ccccc23)cc1,-1,2,-1,-1.0,-5,-2,-2,-18,2,-1
O=C(CCC1CCN(Cc2ccccc2Cl)CC1)NC1CC1,1,5,1,-1.1,-6,-4,2,7,1,-3
CCOC(=O)c1ccc(NC(=O)COc2ccc(CNC3CCCCC3)cc2OC)cc1,-1,3,-2,-0.8,0,5,0,-1,-2,3

# Entries of single compounds as entered above. Values in the order: UHRF1 binding | TCR-CD3 inh | HTRA1 inh | PG9 binder | NR1D1 modulator | rCAG RNA binder | MBD2 inh | mABHD4 FP | PRMT1 inh | LEDGF integ inh
# CC1CCN(C(=O)CSc2nnc(CSc3ncccn3)n2C)CC1 reads 0 | -6 | 0 | 1.9 | -2 | -3 | 5 | 6 | 4 | -3
# O=C(c1ccccc1OC(F)F)N1CCN(S(=O)(=O)c2ccc3c(c2)OCCCO3)CC1 reads 0 | 8 | 6 | 0.2 | 1 | 0 | 1 | 1 | -1 | 0
# COC(=O)CC(N)c1ccc(OC)c2ccccc12 (stereo unspecified) reads 11 | -1 | -2 | -1.6 | -2 | 2 | -3 | 1 | -3 | 2
# O=C(CCC1CCN(Cc2ccccc2Cl)CC1)NC1CC1 reads 1 | 5 | 1 | -1.1 | -6 | -4 | 2 | 7 | 1 | -3

# (further entries)
SMILES,UHRF1 binding,TCR-CD3 inh,HTRA1 inh,PG9 binder,NR1D1 modulator,rCAG RNA binder,MBD2 inh,mABHD4 FP,PRMT1 inh,LEDGF integ inh
COc1cccc(Cn2nc(C(=O)O)c3ccccc3c2=O)c1,0,2,-8,0.2,-4,-3,3,-4,2,-2
CCn1nnnc1SCC(=O)N1CCOCC1,0,-11,3,4.1,-4,0,6,-10,5,-3
COc1ccc(CNC2CCSc3ccccc32)cc1OC (stereo unspecified),-1,3,-2,1.2,3,-3,-1,5,-4,2
COc1ccc(C=C(C(=O)c2ccccc2)C(=O)c2ccccc2)cc1,-1,-1,x,-0.7,-4,4,-5,-12,0,-2
Cc1ccc(S(=O)(=O)N2CCCCC2)cc1NC(=O)CSc1nnc(C2CC2)n1N,-1,2,5,2.9,8,7,2,4,6,-3
C=C1CCN(C(Cc2ccccc2)C(=O)OC)S(=O)(=O)c2ccc(F)cc21 (stereo unspecified),0,-1,-8,0.3,-7,4,4,13,1,1
Cc1cccc(N2C(=O)CC(N3CCN(c4ccccn4)CC3)C2=O)c1 (stereo unspecified),-2,0,-1,-2.3,-1,-5,-5,6,7,2
Cc1ccc(C)c(NC(=O)CN2C(=O)C3CC=CCC3C2=O)c1 (stereo unspecified),-1,9,8,-1.3,-3,3,2,1,1,-2
COc1ccc(-c2oc3c(c2C#CC2(O)CCCCC2)C(OC)CCC3)cc1 (stereo unspecified),6,2,x,-1.0,-4,1,-2,0,-3,0
CCOC(=O)C(=CNc1ccc(N2CCOCC2)cc1)C(=O)OCC,-3,7,-6,-2.2,0,-7,-9,5,-2,3
Nc1ccccc1-n1cccc1,2,-2,x,-0.1,0,8,1,3,21,3
CC(C)(C)c1ccc(C(=O)NCc2nnc(SCC(=O)NC3CCCC3)o2)cc1,-1,3,-5,-2.5,-10,-6,-1,4,0,-2
Cc1ccc(NC(=O)Nc2c(Cl)cccc2Cl)cn1,1,-9,-4,2.0,-2,-4,7,5,3,-1
COc1ccc(Cc2c(C3CCCCC3)nc3ccc(Br)cn23)c(C)c1,19,2,x,0.8,3,8,4,8,3,1
O=C(c1ccc2c(=O)n(-c3ccccc3)c(=O)[nH]c2c1)N1CCN(c2ccc(F)cc2)CC1,2,0,2,-0.3,0,-3,1,0,0,5
CN(C)C(CNc1ncnc2sc3c(c12)CCCC3)c1ccco1 (stereo unspecified),-2,-8,1,0.2,-8,-4,4,10,3,-3
CCCCC(=O)Nc1cc(N(C)C)nc2ccccc12,4,7,0,-2.9,-1,-4,6,-11,0,-2
Cc1cccnc1NC(=O)CNC(=O)c1sc2ccccc2c1Cl,-1,-11,3,1.1,1,2,2,9,2,-4
Cc1ccc(NC(=O)COC(=O)c2ccc3c(c2)NC(=O)C2CCCN32)cc1C (stereo unspecified),-6,-4,x,0.3,1,17,1,-23,0,-1
CCN(CC)S(=O)(=O)c1ccc2[nH]cc(C(=O)NCCc3ccccc3)c(=O)c2c1,9,-4,-20,-0.3,-1,7,-2,-6,2,0
Cc1cccc(NC(=O)CN2C(=O)S/C(=C\c3cc(C)n(C)c3C)C2=O)c1,-5,2,-14,-0.8,10,27,-5,3,4,3
OC(c1ccccc1)(c1ccccc1)C1CCN(CCCOc2cccc(F)c2)CC1,2,-4,x,0.3,-2,-3,6,4,4,-4
CCOc1ccc(/C=C2\SC(=S)N(Nc3ccccc3)C2=O)cc1OC,-1,1,-11,-1.1,2,7,-7,10,4,0
COc1ccccc1C(=O)NCCC(=O)Nc1ccc(OC(F)(F)F)cc1,3,-6,-10,1.1,-4,-2,-3,-4,3,6
COc1cccc(=O)c2c(C)oc(C)c12,0,6,0,-1.7,-1,3,-2,6,-1,3
COc1ccc2c(c1)[nH]c1c(=O)n(CCN(C)C)cnc12,2,0,1,-1.4,-6,0,-3,1,1,-1
CCOc1cccc(-c2nc3c(s2)CCc2onc(-c4cccc([N+](=O)[O-])c4)c2-3)c1,-1,9,10,0.1,2,3,1,3,1,-1
CCOC(=O)N1CCN(CC(=O)Nc2ccccc2C(=O)Nc2ccccc2)CC1,1,7,-7,-2.0,0,2,0,-2,0,-2
CCCc1cc(NCCCCO)n2c(nc3ccccc32)c1C#N,-5,6,1,-3.6,2,-2,-8,1,-1,1
CC(=O)N1CCN(CC(=O)Nc2ccccc2C(=O)NCc2ccc(C)cc2)CC1,1,2,-7,-0.9,-4,-4,-1,-1,1,1
c1ccc(Nc2nc(N3CCCCC3)nc(N3CCNCC3)n2)cc1,-1,-2,-5,3.3,5,3,-6,-1,-4,3
COCCn1c(C)cc(C(=O)COC(=O)CCc2ccc(S(=O)(=O)N3CCOCC3)cc2)c1C,6,-4,2,1.3,1,-2,5,0,2,2
CCOC(=O)Cn1cnc2c(nnn2-c2ccc(OC)cc2)c1=O,17,5,0,1.7,-1,1,5,1,-1,-1
CCCC[C@@H]1C[C@H]1[C@@H](NC(=O)c1ccco1)c1ccc(Cl)cc1,-3,7,-42,-1.3,5,1,-4,-18,-1,0
Cc1ccccc1Oc1ccc2c(c1)[C@@H]1C[C@H](N(C)C(=O)c3ccco3)[C@H]([C@H](C)O)C(=O)N1CC2,-2,3,-6,-1.7,-7,3,4,3,-2,3
Cc1ccccc1Cn1nc(C)c(NC(=O)C2c3ccccc3Oc3ccccc32)c1C,-1,-2,5,-1.8,-4,1,2,-8,-1,1
CN(C)c1ccc(N=C/C=C2/N(C)c3ccccc3C2(C)C)cc1,-7,-6,32,-21,25*,10,-8,23,13,11
O=C(NNC(=O)c1ccc(NC(=O)c2ccccc2)cc1)Nc1ccccc1,1,5,-13,4.0,-1,4,-2,-2,-2,-2
COc1ccc(Cc2nnc(NC(=O)c3ccc(F)cc3)s2)cc1OC,3,-6,-1,6.9,3,-2,3,0,4,-3
Cc1nn(-c2ccccc2)c(N2CCCC2)c1/C=N/NC(=O)c1cc2ccccc2cc1O,-5,11,25,0.0,-2,28,6,14,0,14*
OC1CCCN(Cc2cn(Cc3ccccc3)nc2-c2cc3ccccc3o2)C1 (stereo unspecified),1,5,-11,-1.7,1,-9,3,1,-3,0
O=C(COc1cc2oc(=O)c3c(c2cc1Cl)CCCC3)NCC1CCC(C(=O)O)CC1 (stereo unspecified),0,8,3,-3.1,-3,4,-2,-11,-4,-1
O=S(=O)(c1ccccc1)c1nc(-c2ccc(F)cc2)oc1N1CCOCC1,1,-6,-1,0.0,2,-2,2,2,6,-4
COc1ccc(CCNC(=O)CCCN2C(=O)C(c3ccccc3)Oc3cccnc32)cc1OC (stereo unspecified),0,1,6,0.0,3,-2,0,1,3,-3
O=C(COC(=O)Cc1ccccc1[N+](=O)[O-])NNC(=O)c1ccc([N+](=O)[O-])cc1,-2,-9,3,0.6,8,3,5,-4,2,-3
O=C(Cn1c2ccc(F)cc2c2nc3n(c(=O)c21)CCS3)NCC1CCCO1 (stereo unspecified),-6,0,3,1.5,-2,-1,-3,-1,-2,1
COc1cc(NC(=O)Cn2cnc(S(=O)(=O)N3CCCCC3)c2)cc(OC)c1OC,0,6,-1,-3.2,7,0,-3,5,-1,-3
CC(Sc1ncnc2c1cnn2-c1ccccc1)C(=O)Nc1ccc(N2CCOCC2)cc1 (stereo unspecified),2,-6,5,-0.5,7,6,-3,0,1,-6
COC(=O)c1nnn(Cc2ccccc2)c1N,0,-5,-3,-1.2,1,0,1,4,3,1
O=C(NNC(=O)C1C2C=CC(C2)C1C(=O)O)c1ccccc1O (stereo unspecified),4,-6,6,0.0,7,5,-2,4,6,-5
CCCC(=O)Nc1ccc(Br)cn1,1,6,-6,0.0,1,1,0,9,0,1
CCOC(=O)N1CCN(C(=O)C2CCN(S(=O)(=O)N3CCC4(CC3)OCCO4)CC2)CC1,4,-8,-3,-0.4,2,-6,2,-9,-5,2
Cc1cccc2c(N=NC(=O)c3ccc(NS(=O)(=O)c4cccs4)cc3)c(O)[nH]c12,0,15,-5,-2.5,-34,42*,21*,7,5,-2
CCN(C(=O)CN1c2ccccc2CC1C)c1c(N)n(Cc2ccccc2)c(=O)[nH]c1=O (stereo unspecified),-1,-8,-7,0.2,-3,-1,0,-21,0,-1
O=S(=O)(NN=C1CCCCCCC1)c1ccccc1,0,8,1,-1.7,-5,2,-6,10,2,2
